Screening results (PubChem)
TcdB inh: TcdB glycohydrolase inhibitors, primary screen, biochemical, single point, plate reader | Toxin B (Clostridioides difficile), P18177 | TcdB glycohydrolase enzymatic assay | inhibition, % at 9.99 µM | actives 0.24% (n = 350,000); in the data active = inhibition above about 10%
Target sequence (P18177 whole entry, looked up): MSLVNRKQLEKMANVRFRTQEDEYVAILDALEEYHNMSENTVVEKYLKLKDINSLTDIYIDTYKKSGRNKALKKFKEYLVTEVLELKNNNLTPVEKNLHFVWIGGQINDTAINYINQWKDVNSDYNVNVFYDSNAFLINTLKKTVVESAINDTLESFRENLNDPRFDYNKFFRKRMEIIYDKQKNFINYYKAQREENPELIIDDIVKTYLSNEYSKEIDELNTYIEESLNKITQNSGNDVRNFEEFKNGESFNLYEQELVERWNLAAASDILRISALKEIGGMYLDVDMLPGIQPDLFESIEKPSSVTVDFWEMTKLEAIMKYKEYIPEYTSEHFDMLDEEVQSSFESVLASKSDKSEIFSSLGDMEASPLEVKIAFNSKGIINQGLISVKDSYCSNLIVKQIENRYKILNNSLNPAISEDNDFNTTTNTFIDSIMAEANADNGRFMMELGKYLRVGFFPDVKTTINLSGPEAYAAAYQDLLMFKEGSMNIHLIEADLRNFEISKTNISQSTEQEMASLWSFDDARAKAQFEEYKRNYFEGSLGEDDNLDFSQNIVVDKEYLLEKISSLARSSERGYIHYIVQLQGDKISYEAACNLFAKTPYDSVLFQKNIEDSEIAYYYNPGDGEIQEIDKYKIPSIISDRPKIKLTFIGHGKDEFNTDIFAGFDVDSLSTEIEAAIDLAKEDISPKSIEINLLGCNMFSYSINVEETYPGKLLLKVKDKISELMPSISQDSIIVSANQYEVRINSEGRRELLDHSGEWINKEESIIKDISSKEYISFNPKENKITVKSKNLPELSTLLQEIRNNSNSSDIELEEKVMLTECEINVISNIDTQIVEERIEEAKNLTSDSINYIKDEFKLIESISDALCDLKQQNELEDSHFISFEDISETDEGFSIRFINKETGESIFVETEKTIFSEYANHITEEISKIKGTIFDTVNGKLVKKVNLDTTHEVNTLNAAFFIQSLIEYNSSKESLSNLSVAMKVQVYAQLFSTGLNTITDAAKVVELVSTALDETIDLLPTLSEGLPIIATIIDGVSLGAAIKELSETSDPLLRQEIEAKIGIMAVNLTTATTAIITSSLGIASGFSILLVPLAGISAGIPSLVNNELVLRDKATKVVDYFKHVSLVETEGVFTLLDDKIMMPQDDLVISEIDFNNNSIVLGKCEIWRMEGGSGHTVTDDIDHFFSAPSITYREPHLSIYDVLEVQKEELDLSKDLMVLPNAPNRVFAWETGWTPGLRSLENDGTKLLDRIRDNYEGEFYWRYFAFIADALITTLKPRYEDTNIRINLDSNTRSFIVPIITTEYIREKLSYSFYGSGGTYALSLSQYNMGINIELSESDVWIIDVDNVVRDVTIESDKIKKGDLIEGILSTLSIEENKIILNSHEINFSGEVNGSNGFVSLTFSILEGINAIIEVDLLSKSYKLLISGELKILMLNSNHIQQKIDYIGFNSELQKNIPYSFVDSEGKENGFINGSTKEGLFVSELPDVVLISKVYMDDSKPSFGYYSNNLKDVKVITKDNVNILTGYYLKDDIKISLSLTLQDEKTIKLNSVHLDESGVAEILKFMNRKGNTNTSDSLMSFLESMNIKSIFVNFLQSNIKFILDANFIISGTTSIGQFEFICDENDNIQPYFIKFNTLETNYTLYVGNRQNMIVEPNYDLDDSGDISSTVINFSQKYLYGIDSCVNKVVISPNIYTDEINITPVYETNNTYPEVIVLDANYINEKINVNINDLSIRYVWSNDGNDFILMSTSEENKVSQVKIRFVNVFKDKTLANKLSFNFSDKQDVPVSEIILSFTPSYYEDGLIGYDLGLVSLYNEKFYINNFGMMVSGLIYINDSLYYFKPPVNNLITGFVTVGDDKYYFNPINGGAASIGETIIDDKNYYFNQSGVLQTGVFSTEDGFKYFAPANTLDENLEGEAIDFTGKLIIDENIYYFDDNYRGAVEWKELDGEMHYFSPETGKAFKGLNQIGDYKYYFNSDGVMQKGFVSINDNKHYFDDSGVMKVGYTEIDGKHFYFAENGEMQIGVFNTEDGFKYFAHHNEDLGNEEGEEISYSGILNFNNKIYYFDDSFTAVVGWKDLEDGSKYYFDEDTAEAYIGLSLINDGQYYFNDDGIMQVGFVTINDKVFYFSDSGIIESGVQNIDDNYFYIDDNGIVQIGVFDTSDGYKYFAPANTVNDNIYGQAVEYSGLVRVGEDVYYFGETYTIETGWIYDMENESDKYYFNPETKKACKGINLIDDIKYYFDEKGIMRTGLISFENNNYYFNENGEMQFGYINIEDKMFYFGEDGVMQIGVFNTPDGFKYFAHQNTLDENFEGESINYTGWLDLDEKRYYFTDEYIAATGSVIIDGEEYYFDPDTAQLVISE
BoNT F protease: BoNT/F light chain protease inhibitors, primary screen, biochemical, flow cytometry, MLPCN library; inhibition, % at 10 µM; Multiplex microsphere protease cleavage assay; actives 0.22% (n = 360,000); Botulinum neurotoxin type F light chain protease (Clostridium botulinum); in the data active = inhibition above about 35%, passing the limit was not always enough; inconclusive = no clear call, values can overlap the other calls; note: plate controls were buffer without enzyme for full effect and enzyme alone for no effect
FadD28 binding: inhibitors of FadD28 bisubstrate probe binding, primary screen, biochemical, fluorescence polarization, single point; Mycobacterium tuberculosis FadD28 fatty-acid-AMP ligase; inhibition, % at 12.5 µM; actives 0.22% (n = 360,000); in the data active = inhibition above about 8.5%, passing the limit was not always enough; inconclusive = no clear call, values can overlap the other calls
PfHsp40 rescue: rescue of yeast from PfHsp40 toxicity, primary screen, S. cerevisiae, ATP luminescence; S. cerevisiae expressing PfHsp40, growth rescue; growth rescue, % at 12.5 µM; actives 0.68% (n = 340,000); AID 504582, 2011; in the data active = growth rescue above about 28%, passing the limit was not always enough; inconclusive = no clear call, values can overlap the other calls;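 note: yeast W303a lacking pdr1 and pdr3 grown in galactose medium; growth measured after three days at 30 °C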
BoNT-A LC inh2: BoNT/A light chain protease inhibitors, primary screen, biochemical, flow cytometry, MLPCN library; actives 0.17% (n = 360,000); inhibition, % at 10 µM; Botulinum neurotoxin type A light chain protease (Clostridium botulinum A str. ATCC 3502); multiplex microsphere protease substrate cleavage; note: plate controls were buffer without enzyme for full effect and enzyme alone for no effect
CCHFV vOTU inh: CCHFV vOTU protease inhibitors, primary screen, biochemical, Pep-AMC substrate, fluorescence; Crimean-Congo hemorrhagic fever virus L polyprotein viral ovarian tumor (vOTU) protease …; inhibition, % at 11.5 µM; actives 0.55% (n = 370,000); AID 651958, 2012; in the data active = inhibition above about 30%; note: 0% = vehicle wells with enzyme and 100% = no enzyme wells
PrPC TRFRET: inhibitors of human cell surface prion protein PrPC, primary screen, cell-based, TR-FRET; inhibition, % at 13.8 µM; AID 720596, 2013; Major prion protein (Homo sapiens), P04156; TR-FRET read-out; actives 0.43% (n = 370,000); in the data active = inhibition above about 24%; note: 0% = median of the test wells and 100% = reference compound wells
Y pestis TopoI: Yersinia pestis topoisomerase I inhibitors, primary screen, biochemical, cleavage product accumulation, plate reader, single point. activity, % at 10 µM. AID 504884, 2011. Y. pestis Topo-I cleavage product accumulation. actives 0.064% (n = 360,000). DNA topoisomerase I (Yersinia pestis CO92); in the data active = activity above about 50%, passing the limit was not always enough; inconclusive = no clear call, values can overlap the other calls; note: inactives centre near 2
Anthrax LF prot: Bacillus anthracis LF protease inhibitors, primary screen, biochemical, multiplex microsphere, MLPCN library; inhibition, % at 10 µM; multiplex microsphere protease cleavage assay; actives 0.12% (n = 360,000); AID 588501, 2011; note: plate controls were buffer without enzyme for full effect and enzyme alone for no effect
* marks the source's active call; other numbers are inactive results; ? = inconclusive; . = not tested or not shown. Cut-off read from the data, not from the text of the source, unless noted: active = inhibition above about 30%; inconclusive = no clear call, values can overlap the other calls; inactive = below that.

SMILES | TcdB inh | BoNT F protease | FadD28 binding | PfHsp40 rescue | BoNT-A LC inh2 | CCHFV vOTU inh | PrPC TRFRET | Y pestis TopoI | Anthrax LF prot
COc1cc(C(=O)NCCCN(C)C)ccc1OCC(=O)Nc1cccc(C(F)(F)F)c1 | 1.4 | 2.3 | -2.9 | -1.4 | -0.9 | -2.4 | -6.9 | -1.8 | -5.5
CCN(c1ccccc1)S(=O)(=O)c1ccc(Oc2ccc(C(C)=O)cc2OC)nc1 | -0.9 | -1.2 | -4.7 | -0.2 | 0.3 | 11.9 | 5.1 | 24.3 | 3.8
Nc1ccc2nc(-c3ccccc3)cnc2c1 | 0.1 | ? | -3.2 | 1.0 | 0.9 | 0.1 | -14.0 | -11.8 | -21.2
COCc1c(C(=O)NC2CCCCC2)sc2cccc(F)c12 | 0.0 | -3.6 | -3.1 | 1.0 | -0.3 | 14.6 | -6.5 | 30.1 | 3.6
CCOC(=O)Cn1cnc2scc(-c3ccc(C)cc3)c2c1=O | 2.1 | 6.3 | -0.7 | 1.5 | 2.8 | -6.2 | 0.8 | 2.4 | -1.7
Cc1cc(N2C(=O)C3C4C=CC(C4)C3C2=O)ccc1Br (stereo not drawn) | . | -2.2 | 0.0 | 0.6 | -0.3 | -14.5 | 4.5 | -3.3 | -1.4
O=C1/C(=C/c2cccnc2)CCc2c1[nH]c1ccccc21 | 1.9 | -5.9 | -4.1 | 0.5 | -0.3 | 7.6 | -3.3 | 7.2 | -0.2
Cc1ccccc1OCC(=O)OCC(=O)NCc1ccco1 | 3.1 | -0.6 | 0.0 | -2.1 | -1.2 | -7.1 | 5.7 | 3.4 | -5.1
C=CCn1c(CNC(=O)c2cccs2)nnc1SCc1ccc(Cl)cc1Cl | . | -2.0 | -2.9 | -0.6 | 0.2 | 0.9 | 10.3 | 22.9 | -1.6
COc1ccc(CCNC(=O)c2c(C)cc(=O)oc2C)cc1OC | 2.7 | -1.0 | -2.4 | 0.3 | 0.4 | 17.2 | 5.1 | -5.1 | -2.9
CNC(=O)CS(=O)CC(=O)Nc1cc(OC(C)C)c(Cl)cc1Cl (stereo not drawn) | 0.6 | -1.4 | 0.5 | 1.0 | -0.5 | 2.8 | -6.6 | -2.4 | -3.0
C=CCOC(=O)C1=C[C@H](C(C)(C)C)[C@@H](CCCO)[C@H](OCC)O1 | . | 0.0 | -0.2 | -0.5 | -0.3 | 0.1 | -5.8 | -5.3 | 2.9
CC(C)(O)C#Cc1ccc(C(=O)N2CCN(c3ccc([N+](=O)[O-])cc3)CC2)cc1 | 0.5 | 1.4 | -5.0 | 0.0 | 1.4 | 9.8 | -11.2 | 1.9 | 0.9
COCCN1Cc2cccc(C(=O)NCc3cccnc3)c2C1=O | 1.2 | -1.5 | -1.5 | 0.6 | 0.1 | 4.9 | 5.3 | -12.2 | -1.0
O=C(COC(=O)c1cc(Br)ccc1Cl)NC1CCCC1 | 5.1 | -0.7 | -2.0 | -0.8 | -1.0 | 7.7 | -23.8 | 7.1 | -3.1
COc1ccc(N/N=C(\C#N)C(=O)NCCc2ccc(OC)c(OC)c2)cc1 | 0.7 | 1.9 | -4.1 | -0.8 | -0.6 | -2.8 | 1.9 | -0.3 | -2.8
NS(=O)(=O)c1ccc(CCNc2ncnc3c2c(-c2ccccc2)cn3-c2ccc(F)cc2)cc1 | . | -33.8 | -7.7 | 1.5 | -1.2 | -0.4 | -1.1 | 16.8 | -13.8
CCC(C)Sc1ccc([C@@H]2[C@@H]3C(=O)N(CC)C(=O)[C@@H]3[C@]3(C(=O)OC)CCCCN23)cc1OC (stereo partly drawn) | -10.0 | -2.7 | -2.6 | 2.1 | -0.2 | 25.2 | 15.9 | 14.6 | -2.7
O=C(CCN1C(=O)/C(=C/c2ccccc2Cl)SC1=S)NCCc1ccc(O)cc1 | 1.9 | 6.2 | 0.0 | 0.3 | 3.1 | -0.5 | 7.7 | 7.6 | 0.8
CCCCCCNC(=O)C(=O)NCCc1ccc(Cl)cc1 | 0.1 | -3.8 | -4.3 | -0.7 | -0.9 | -10.3 | -3.7 | 3.9 | -2.5
Cc1ccc(-c2nc3c(c(SCC(=O)N4CCOCC4)n2)Cc2c(CO)cnc(C)c2O3)cc1 | 1.7 | -2.8 | -3.8 | 1.0 | 0.3 | 12.0 | -16.9 | 17.1 | -0.3
CCNC(=O)C1(C)CCCN1C(=O)c1cc(C)on1 (stereo not drawn) | -0.1 | 0.5 | -2.6 | . | -0.3 | 0.3 | -2.2 | 0.0 | -0.7
O=C(NCc1ccco1)C(c1cccnc1)N(C(=O)Cn1nnc2ccccc21)c1ccc(F)cc1 (stereo not drawn) | . | -2.7 | 1.0 | 0.0 | -1.0 | 3.1 | 2.8 | -3.1 | -2.2
CN1CCN(c2ccc(Cl)cc2NC(=O)CC2OC(=O)c3ccccc32)CC1 (stereo not drawn) | 0.3 | 3.6 | -1.5 | 1.2 | 1.0 | 4.5 | -7.8 | -9.4 | 0.1
O=C1CCCCC1Nc1ccc(Br)cc1 (stereo not drawn) | 0.1 | 3.2 | 0.3 | -0.3 | 0.6 | -7.1 | -1.1 | 5.3 | -1.3
CC(NC(=O)c1noc2c1CCCCC2)c1ccccc1 (stereo not drawn) | 1.4 | -0.4 | -1.8 | 0.4 | -0.8 | 1.9 | -7.3 | 2.8 | -5.2
S=C(NCCSCc1ccccc1Cl)Nc1ccccc1 | . | -1.2 | -6.6 | -0.7 | -0.3 | 8.8 | -2.9 | 12.3 | -10.2
CCN1CCN(S(=O)(=O)c2ccc(Br)s2)CC1 | . | -1.1 | -5.5 | 0.5 | 0.1 | -1.6 | 5.8 | 4.0 | -2.1
O=[N+]([O-])c1ccc(NCCCNS(=O)(=O)c2ccc(Cl)cc2)c(Cl)c1 | . | -9.0 | -3.8 | 3.8 | 0.5 | -6.5 | 2.5 | -4.9 | -0.3
C/C(Cn1cnc([N+](=O)[O-])n1)=N\NC(=O)c1ccc(Br)cc1 | -1.0 | 3.7 | -1.6 | 1.0 | -0.1 | 6.6 | 1.0 | 1.5 | 0.4
COc1ccc(CCNC(=O)Nc2cccs2)c(OC)c1 | -0.6 | -40.3 | 1.6 | 4.0 | -0.8 | 15.0 | 4.1 | 5.5 | 1.6
O=C(COC(=O)Cc1c(F)cccc1Cl)NC(=O)Nc1ccccc1F | -6.8 | -8.4 | . | 1.7 | -1.4 | 26.1 | 5.7 | 27.8 | 8.1
COc1cccc(CN2CCN(C(=O)C3CCC(=O)N(C4CCCC4)C3)CC2)c1 (stereo not drawn) | 0.9 | 1.9 | -3.1 | -1.0 | 1.3 | 7.2 | 0.1 | -7.6 | -1.2
O=C1OC/C(=C(/O)c2ccc(Cl)cc2)C1=O | -0.6 | 11.4 | 0.5 | -0.4 | -1.5 | 9.1 | -1.5 | -1.0 | 7.4
O=c1[nH]c(CN2CCN(c3ccccc3O)CC2)nc2ccccc12 | . | -2.6 | -2.3 | 0.4 | 0.5 | -4.3 | -7.1 | 2.0 | 0.9
Oc1ccc2c(c1)c1ccccc1c1ncccc21 | 0.3 | 2.1 | -4.7 | -1.1 | 0.0 | 17.4 | -2.9 | -24.0 | -3.4
O=C(O)c1ccc(-c2ccccc2C(F)(F)F)o1 | . | -9.6 | -11.1 | -0.1 | 0.3 | 1.8 | 7.6 | -0.3 | -6.3
CCCCOCCCNC(=O)c1ccc2c(c1)OCO2 | . | -4.9 | -3.8 | 0.1 | 0.3 | 0.5 | -0.5 | -7.6 | 1.3
CN(C)c1nc(-c2cccnc2)nc(-c2ccc(Cl)cc2)c1C#N | -1.0 | -1.3 | 0.2 | -0.8 | -0.8 | 2.8 | -8.3 | 2.5 | -2.3
COc1cc2c(cc1OC)C(c1cccc([N+](=O)[O-])c1)NC(=O)C2 (stereo not drawn) | 3.6 | -8.0 | -0.1 | -0.6 | -0.2 | 16.5 | -4.3 | 8.3 | -2.8
CC(=O)N1CCN(c2ccc(NC(=O)C(c3ccccc3)c3ccccc3)cc2)CC1 | 0.1 | ? | 1.0 | 0.3 | 0.7 | -0.1 | 4.5 | 28.8 | 2.7
Cn1cccc1CC(=O)NNC(=S)Nc1ccc(F)cc1 | 0.9 | -1.0 | -1.7 | 0.3 | -1.0 | 4.3 | 3.2 | 0.7 | -2.5
CS(=O)(=O)Nc1ccc2c(c1)[C@H]1C[C@H](CC(=O)NCc3ccccc3)O[C@H](CO)[C@H]1O2 | -0.1 | -6.8 | -0.8 | . | -0.2 | -0.3 | 0.2 | 2.6 | -3.4
COc1ccccc1C(=O)Nc1ccc(N2CCCCC2)cc1 | . | -34.9 | -1.0 | -0.2 | 3.0 | 21.6 | 6.9 | -2.5 | -16.5
CCOP(=O)(OCC)C(O)c1ccc(Br)cc1 (stereo not drawn) | . | -10.3 | -0.4 | 1.8 | -1.2 | . | . | -3.9 | -1.6
CC1(C(=O)NC2CCCCC2)CCC(=O)N1Cc1cccnc1 (stereo not drawn) | -2.0 | -8.0 | -0.5 | -0.3 | -0.5 | -0.9 | 2.8 | 1.9 | -4.4
CCOC(=O)[C@H]1[C@H]2COc3ccc(C)cc3[C@@H]2N2C(=O)c3ccc(Cl)cc3NC(=O)[C@@]12C | 0.5 | -8.3 | -2.9 | 3.4 | 0.1 | -3.6 | 4.1 | -6.5 | 1.3
CCOC(=O)N1CCN(c2nc3ccc(C(=O)c4ccccc4)cc3n3cnnc23)CC1 | 1.2 | 4.5 | -1.7 | -0.5 | 0.9 | -2.0 | 8.2 | -15.0 | -3.4
COc1ccccc1N/C(=N/S(=O)(=O)c1ccc(C)cc1)c1ccccc1 | 2.1 | -2.5 | -0.3 | 2.1 | -0.4 | 12.6 | -0.9 | 7.3 | -2.6
CCn1c(SCC(=O)c2ccc(Cl)cc2)nnc1-c1cccs1 | . | 12.8 | -1.4 | -0.7 | 1.5 | 1.3 | -0.8 | 30.1 | 5.6

Reprinted from the results shown (2 entries):
SMILES | TcdB inh | BoNT F protease | FadD28 binding | PfHsp40 rescue | BoNT-A LC inh2 | CCHFV vOTU inh | PrPC TRFRET | Y pestis TopoI | Anthrax LF prot
O=C(COC(=O)c1cc(Br)ccc1Cl)NC1CCCC1 | 5.1 | -0.7 | -2.0 | -0.8 | -1.0 | 7.7 | -23.8 | 7.1 | -3.1
COc1ccc(N/N=C(\C#N)C(=O)NCCc2ccc(OC)c(OC)c2)cc1 | 0.7 | 1.9 | -4.1 | -0.8 | -0.6 | -2.8 | 1.9 | -0.3 | -2.8

Continued:
SMILES | TcdB inh | BoNT F protease | FadD28 binding | PfHsp40 rescue | BoNT-A LC inh2 | CCHFV vOTU inh | PrPC TRFRET | Y pestis TopoI | Anthrax LF prot
Cn1c(Cn2cnc([N+](=O)[O-])n2)nnc1SCC(=O)Nc1cccc(Cl)c1 | . | -7.2 | -0.7 | -0.6 | -0.4 | -1.5 | -12.9 | -6.3 | 3.7
CCc1nnc(NS(=O)(=O)c2ccc(N=CC3=C(O)CC(C)(C)CC3=O)cc2)s1 | 0.7 | 1.2 | -1.8 | -1.0 | -0.1 | -7.9 | -0.8 | -3.2 | 1.1
Cc1ccc(OCC(=O)Nc2ccc3c(c2)nc(CCN2CCOCC2)n3C)cc1 | . | -12.4 | -3.0 | 1.6 | -3.0 | -3.9 | 1.3 | 6.8 | 6.1
CCOC(=O)C1(CCOc2ccccc2)CCN(Cc2ccccc2O)CC1 | 1.2 | ? | -2.6 | 0.1 | -2.3 | -13.9 | -7.8 | -16.1 | 12.0
O=C(COC(=O)c1ccco1)Nc1cccc(S(=O)(=O)N2CCOCC2)c1 | 0.7 | 1.4 | 0.5 | . | 0.0 | -1.6 | 3.4 | 1.9 | -5.8
Cc1csc(=O)n1CC(=O)OCC(=O)NCc1ccccc1 | 1.0 | 2.1 | -1.8 | 0.8 | 0.5 | -9.9 | -3.1 | 2.0 | 3.0
